IMPase cell inh = qHTS Assay for Identifying the Cell-Membrane Permeable IMPase Inhibitors; inhibition (IP1 accumulation), % at 46.1 µM; AID 901, 2007; Inositol monophosphatase 1 (Rattus norvegicus), P97697; 120,000 tested, under 10 active; CHO-M1 cells, IP1 accumulation, HTRF TR-FRET ratio; active = well fitted curve in the direction sought with a large enough effect in the signal ratio, not every such curve was filed as active; inconclusive = small, poorly fitted or top-dose-only effect, or a change in a side signal; inactive = no such curve, though single readings can be large or run the other way; the % refers to the signal ratio;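 note: cells stimulated with carbachol in lithium chloride buffer; plate controls were DMSO basal wells for no effect and reference inhibitor wells for full effect; higher means more IMPase inhibition seen as more IP1 and lower FRET ratio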
Target sequence (P97697 whole entry, looked up): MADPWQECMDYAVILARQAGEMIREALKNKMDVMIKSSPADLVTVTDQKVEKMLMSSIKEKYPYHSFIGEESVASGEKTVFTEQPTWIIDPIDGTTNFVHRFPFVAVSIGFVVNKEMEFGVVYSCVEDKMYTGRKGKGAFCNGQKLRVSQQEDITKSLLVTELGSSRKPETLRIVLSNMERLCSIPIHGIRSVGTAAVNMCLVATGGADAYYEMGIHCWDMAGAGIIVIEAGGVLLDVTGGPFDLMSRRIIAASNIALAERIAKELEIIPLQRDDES
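CHO-M1 cells (CHO stably expressing M1 receptor), compound up to 46 uM final, stimulated with carbachol (50 uM as added) in buffer with 50mM LiCl, pH 7.4, 30 min at 37C. Cytosolic IP1 read by TR-FRET; AC50 from Hill fits.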
* hit, by the source's call; u = inconclusive. An excerpt. The share of hits here may be higher or lower than overall.

O=S(=O)(c1ccccc1)n1nc(-c2ccc(Cl)cc2)nc1NCc1ccc(F)cc1
  IMPase cell inh: 4.3
CC1CCc2c(sc3nnn(Cc4ccc(F)cc4)c(=O)c23)C1 (centres undefined)
  IMPase cell inh: 4.1
COc1ccccc1Nc1nc2ccc(Cl)cc2nc1-n1nc(C)cc1C
  IMPase cell inh: 1.3
CCOc1cc(C2c3c(oc4ccccc4c3=O)C(=O)N2Cc2ccc3c(c2)OCO3)ccc1O (centres undefined)
  IMPase cell inh: -6.8
Cc1ccc(S(=O)(=O)c2nc(-c3cccc(Br)c3)oc2N2CCCCCC2)cc1
  IMPase cell inh: 4.0
CCOc1ccc(-c2cc(C)n3nc(C(=O)Nc4ccc(C)c(C)c4)cc3n2)cc1
  IMPase cell inh: 14.3
O=C(CSc1nc(-c2ccccc2)[nH]c1-c1ccccc1)Nc1ccc2c(c1)OCO2
  IMPase cell inh: -5.1
Cc1ccc(-c2cc(C(F)(F)F)n3nc(-c4cccc(Br)c4)cc3n2)cc1
  IMPase cell inh: 12.3
COC(=O)C1CCN(CC(=O)Nc2cc(C)c3c(=O)oc4ccccc4c3n2)CC1
  IMPase cell inh: 5.8
COc1cccc(NC(=O)CSc2cc(C)c3ccccc3n2)c1
  IMPase cell inh: 3.9
Cc1ccccc1OCC(=O)Nc1ccc2[nH]c(=O)sc2c1
  IMPase cell inh: 14.3
Cc1ccc(NC(=O)c2c(NC(=O)Cc3ccccc3)sc3c2CCC3)cc1
  IMPase cell inh: -8.3
Cc1ccccc1NC(=O)c1sc2nc(-c3ccncc3)ccc2c1N
  IMPase cell inh: -12.8
CCc1cccc(C)c1Nc1c(-c2cccs2)nc2ncccn12
  IMPase cell inh: -16.9
Cn1c2c(c(=O)n(C)c1=O)C(c1cccc(O)c1)CC(=O)N2 (centres undefined)
  IMPase cell inh: -11.7

COc1cc2c(cc1NC(=O)c1ccccc1C)n(C)c(=O)n2C
  IMPase cell inh: -8.8
COc1cccc(-c2nc(SCC(=O)NCC3CCCO3)c(-c3ccc(C)cc3)[nH]2)c1 (centres undefined)
  IMPase cell inh: 6.8
Oc1ccc(Nc2nc(-c3ccc(Cl)cc3)nc3ccccc23)cc1
  IMPase cell inh: 12.4
Cc1cccc(Nc2c(-c3cccs3)nc3nc(C)cc(C)n23)c1
  IMPase cell inh: -4.4
COc1cccc(NC(=O)C2CCCN(S(=O)(=O)c3c(C)[nH]c(=O)[nH]c3=O)C2)c1 (centres undefined)
  IMPase cell inh: -2.7
COc1cccc(C(=O)NCC2OCCc3ccccc32)c1 (centres undefined)
  IMPase cell inh: 5.8
COC(=O)c1nnn(-c2ccc(Br)cc2)c1C(=O)OC
  IMPase cell inh: 13.3
CN(Cc1ccccc1)Cc1c(O)ccc2c(=O)c(-c3ccccc3)c(C(F)(F)F)oc12
  IMPase cell inh: 11.4
Cc1ccc(-c2c3c(=O)n(C)c(=O)n(C)c3c3c(C(F)(F)F)nc4ccccc4n23)cc1
  IMPase cell inh: 3.8
Cc1nn(C)cc1CN(C)C(=O)c1cc(-c2ccccc2)nc2ccc(Br)cc12
  IMPase cell inh: u
COc1ccccc1NC(=O)c1c(NC(=O)COc2ccccc2)sc2c1CCCCC2
  IMPase cell inh: -9.7
CC(=O)c1cccc(NC(=O)C(Cc2ccccc2)NS(=O)(=O)c2ccc(Br)s2)c1 (centres undefined)
  IMPase cell inh: 5.2
Cc1cccc(Cc2cnc(NC(=O)C3Cc4ccc(C)cc4C(=O)O3)s2)c1 (centres undefined)
  IMPase cell inh: 6.7
COc1cc2ccccc2cc1C(=O)Nc1cc(-c2nc3ccccc3o2)ccc1C
  IMPase cell inh: u
Cc1ccccc1OCC(=O)Nc1ccc(-c2nc3ncccc3o2)cc1
  IMPase cell inh: -9.0

COc1ccc(NC(=O)C2CCCN(S(=O)(=O)c3c(C)[nH]c(=O)[nH]c3=O)C2)cc1Cl (centres undefined)
  IMPase cell inh: -0.3
O=C(NCc1ccc(Cl)cc1)c1cc2ccccc2o1
  IMPase cell inh: 1.1
O=C1c2oc3ccccc3c(=O)c2C(c2cccc(Cl)c2)N1c1ccccn1 (centres undefined)
  IMPase cell inh: -8.4
COC(=O)c1ccc(NC(=O)CCCC(=O)OCC(=O)c2ccc(Cl)cc2)cc1
  IMPase cell inh: 0.5
Cc1cc(C)n(-c2nc3cc(Cl)ccc3nc2Nc2ccc(C)c(F)c2)n1
  IMPase cell inh: 12.9
CC1=C(C(=O)OC2CCCCCC2)C(c2ccccc2Cl)CC(=O)N1 (centres undefined)
  IMPase cell inh: u
COc1cccc(C2C(C(=O)Nc3ccccc3)=C(C)Nc3nc(-c4ccccc4)nn32)c1OC (centres undefined)
  IMPase cell inh: 12.1
Cc1cccc(N(CC(O)Cn2c3ccccc3c3ccccc32)S(=O)(=O)c2ccc(F)cc2)c1 (centres undefined)
  IMPase cell inh: 12.7
Cc1nn(C(=O)COc2ccccc2)c(C)c1Sc1ccccc1
  IMPase cell inh: -8.8
CCOC(=O)c1cnc2ccc(C(=O)OC)cc2c1Nc1ccccc1CC
  IMPase cell inh: -0.5
CCOC(=O)/C(C#N)=C/c1ccc(-c2ccc(Br)cc2)o1
  IMPase cell inh: u
COc1ccc(Nc2nc(N)nc(CSc3nc4ccccc4s3)n2)cc1
  IMPase cell inh: 9.5
Cc1onc(-c2ccccc2Cl)c1C(=O)Oc1ccc(Br)cc1
  IMPase cell inh: 5.0
CCOc1ccc(NC(=O)c2c(NC(=O)Cc3ccccc3)sc3c2CCC(C)C3)cc1 (centres undefined)
  IMPase cell inh: -7.0
CCOc1cc(C(=O)Nc2ccc3oc(-c4ccc(CC)cc4)nc3c2)cc(OCC)c1OCC
  IMPase cell inh: -5.6

Cc1ccc2oc(-c3cc(NC(=O)Cc4ccccc4)ccc3Cl)nc2c1
  IMPase cell inh: -15.9
CCc1ccc2oc(-c3ccc(C)c(NC(=O)/C=C/c4ccco4)c3)nc2c1
  IMPase cell inh: -4.7
COc1ccc(N2CCN(C3(c4ccccc4)C(=O)c4ccccc4C3=O)CC2)cc1
  IMPase cell inh: 5.6
CCOC(=O)c1cnc2c(C)c(Cl)ccc2c1NCCc1ccc(OC)c(OC)c1
  IMPase cell inh: 5.7
Cc1ccc2oc3c(c(=O)c2c1)C(c1ccc(O)cc1)N(CCCN(C)C)C3=O (centres undefined)
  IMPase cell inh: -4.2
COc1ccc(CNC(=O)CN(c2ccccc2)S(=O)(=O)N(C)C)cc1
  IMPase cell inh: -8.1
O=C(CSC1=Nc2ccccc2C2=NC(CCC(=O)NC3CCCCC3)C(=O)N12)Nc1cccc(Cl)c1 (centres undefined)
  IMPase cell inh: u
Cc1ccccc1Nc1c(-c2cccs2)nc2cccc(C)n12
  IMPase cell inh: 11.9
Cc1ccc(C)c(NC(=O)Cn2cc(C(=O)C3CCCCC3)c3ccccc32)c1
  IMPase cell inh: -14.1
CCCc1nc2ccccc2n2c(-c3ccc(C)cc3)c3c(=O)n(C)c(=O)n(C)c3c12
  IMPase cell inh: 4.2
CCOc1ccccc1NC(=O)c1c(NC(=O)c2ccccc2)sc2c1CCCC2
  IMPase cell inh: u
CN1C(C(=O)c2ccccc2)=C(OC(=O)c2ccc(Br)cc2)c2ccccc2S1(=O)=O
  IMPase cell inh: 7.5
Cc1ccc(OCC(=O)Nc2ccc(-c3nc4ccccc4o3)cc2)c(C)c1
  IMPase cell inh: u
NS(=O)(=O)c1ccc(NC(=O)CN2C(=O)COc3ccc(Cl)cc32)cc1
  IMPase cell inh: 12.8
COC(=O)c1ccc(NC(=O)CSc2nc3cc4ccccc4cc3[nH]2)cc1
  IMPase cell inh: -0.2

Cc1ccc(NC(=O)C(Cc2c[nH]c3ccccc23)NC(=O)OC(C)(C)C)c(C)c1 (centres undefined)
  IMPase cell inh: -6.5
O=C(Nc1ccc2oc(-c3ccc4ccccc4c3)nc2c1)c1ccc(Cl)c(Cl)c1
  IMPase cell inh: 6.1
CCc1ccc(-c2ccc(C(=O)Oc3ccc(Br)cc3)cc2)nc1
  IMPase cell inh: 3.5
CCOC(=O)C1(C)C=C(Nc2ccc(Br)cc2)C(=O)N1c1ccccc1 (centres undefined)
  IMPase cell inh: -3.1
Nc1c(C(=O)Nc2ccc(Cl)c(C(F)(F)F)c2)sc2nc(-c3ccncc3)ccc12
  IMPase cell inh: -4.3
COCc1cc(C)nc2sc(C(=O)Nc3ccccc3O)c(N)c12
  IMPase cell inh: -21.3
CCc1nnc2c(Nc3cccc(F)c3)nc3ccc(C(=O)c4ccccc4)cc3n12
  IMPase cell inh: 0.2
CCCCN1C(=O)C(O)(CC(=O)c2ccc(C)cc2C)c2cc(Br)ccc21 (centres undefined)
  IMPase cell inh: 11.6
COc1cc(OC)c(C2CC(=O)Nc3ccc4ccccc4c32)cc1OC (centres undefined)
  IMPase cell inh: 8.0
CC(C)(Oc1ccc(Cl)cc1)C(=O)Nc1ccc(-c2nc3ncccc3o2)cc1
  IMPase cell inh: -3.3
CCCCOc1ccccc1C1CC(=O)Nc2ccc3ccccc3c21 (centres undefined)
  IMPase cell inh: 3.9
Cc1cc(Br)ccc1NC(=O)C1CCN(S(=O)(=O)c2ccc(Br)s2)CC1
  IMPase cell inh: 0.7
COc1cc2c(cc1NC(=O)COc1ccc(Cl)cc1Br)oc1ccccc12
  IMPase cell inh: -0.8
O=C(CCn1c(=O)c2ccccc2n(CC(=O)Nc2ccc(F)cc2)c1=O)NCCc1ccccc1
  IMPase cell inh: 2.2
Fc1ccc(Cc2cn3cc(-c4ccc(Cl)cc4)nc3s2)cc1
  IMPase cell inh: 0.3

CCN(CCCNC(=O)c1cc2cc3cc(OC)ccc3nc2s1)c1ccccc1
  IMPase cell inh: 14.2
COc1ccc(Cl)cc1NC(=O)c1ncn(-c2ccccc2)n1
  IMPase cell inh: u
COc1ccc(Br)c(C(=O)Nc2cc3c(cc2N2CCCCC2)n(C)c(=O)c(=O)n3C)c1
  IMPase cell inh: 0.7
Cc1ccc(-c2cc(C(=O)NCc3cnn(C)c3C)c3ccccc3n2)cc1C
  IMPase cell inh: -3.2
CCOCCCn1c(=N)c(C(=O)NCc2cccnc2)cc2c(=O)n3cc(C)ccc3nc21
  IMPase cell inh: -1.0
O=C(NCc1ccc(Cl)cc1)C1CCN(S(=O)(=O)c2ccc(F)cc2)CC1
  IMPase cell inh: -9.2
O=C(CN(c1cc(C(F)(F)F)ccc1Cl)S(=O)(=O)c1ccccc1)NCCc1ccccc1
  IMPase cell inh: 10.1
COc1ccc(C)cc1NS(=O)(=O)c1ccc2c3c(cccc13)C(=O)N2
  IMPase cell inh: -7.0
CCOC(=O)CNC(=O)c1ccc(-c2nn(C)c(=O)c3ccccc23)cc1
  IMPase cell inh: -3.4
CCOC(=O)c1ccc(NS(=O)(=O)c2ccc3c(c2)n(C)c(=O)n3C)cc1
  IMPase cell inh: u
COC(=O)c1ccc(Cn2nnc3sc4c(c3c2=O)CCC(C)C4)cc1 (centres undefined)
  IMPase cell inh: -5.2
Cc1cccc(NC(=O)C2CCCN(S(=O)(=O)c3c(C)[nH]c(=O)[nH]c3=O)C2)c1C (centres undefined)
  IMPase cell inh: 5.1
COCC(C)NC(=O)c1cnn2c(C(F)F)cc(-c3ccccc3)nc12 (centres undefined)
  IMPase cell inh: 10.9
CCc1cccc(C)c1Nc1c(-c2ccc(N3CCOCC3)cc2)nc2ncccn12
  IMPase cell inh: -11.4
Cc1cc(C)cc(Oc2nc3c(C)cccn3c(=O)c2/C=C(\C#N)c2nc3ccccc3s2)c1
  IMPase cell inh: -2.7

16 entries from above, with bars between the fields.
SMILES | IMPase cell inh
Fc1ccc(Cc2cn3cc(-c4ccc(Cl)cc4)nc3s2)cc1 | 0.3
CCN(CCCNC(=O)c1cc2cc3cc(OC)ccc3nc2s1)c1ccccc1 | 14.2
COc1ccc(Cl)cc1NC(=O)c1ncn(-c2ccccc2)n1 | u
COc1ccc(Br)c(C(=O)Nc2cc3c(cc2N2CCCCC2)n(C)c(=O)c(=O)n3C)c1 | 0.7
Cc1ccc(-c2cc(C(=O)NCc3cnn(C)c3C)c3ccccc3n2)cc1C | -3.2
CCOCCCn1c(=N)c(C(=O)NCc2cccnc2)cc2c(=O)n3cc(C)ccc3nc21 | -1.0
O=C(NCc1ccc(Cl)cc1)C1CCN(S(=O)(=O)c2ccc(F)cc2)CC1 | -9.2
O=C(CN(c1cc(C(F)(F)F)ccc1Cl)S(=O)(=O)c1ccccc1)NCCc1ccccc1 | 10.1
COc1ccc(C)cc1NS(=O)(=O)c1ccc2c3c(cccc13)C(=O)N2 | -7.0
CCOC(=O)CNC(=O)c1ccc(-c2nn(C)c(=O)c3ccccc23)cc1 | -3.4
CCOC(=O)c1ccc(NS(=O)(=O)c2ccc3c(c2)n(C)c(=O)n3C)cc1 | u
COC(=O)c1ccc(Cn2nnc3sc4c(c3c2=O)CCC(C)C4)cc1 (centres undefined) | -5.2
Cc1cccc(NC(=O)C2CCCN(S(=O)(=O)c3c(C)[nH]c(=O)[nH]c3=O)C2)c1C (centres undefined) | 5.1
COCC(C)NC(=O)c1cnn2c(C(F)F)cc(-c3ccccc3)nc12 (centres undefined) | 10.9
CCc1cccc(C)c1Nc1c(-c2ccc(N3CCOCC3)cc2)nc2ncccn12 | -11.4
Cc1cc(C)cc(Oc2nc3c(C)cccn3c(=O)c2/C=C(\C#N)c2nc3ccccc3s2)c1 | -2.7

Remaining list, next part
CCOC(=O)c1c(C)n(-c2ccccc2)c2ccc(OC(=O)c3ccccc3NC(=O)C(C)C)cc12
  IMPase cell inh: -1.0
CC(C)(C)C(=O)NC1(C(F)(F)F)NC(=O)N(c2ccc(F)cc2)C1=O (centres undefined)
  IMPase cell inh: -2.1
Cc1cccc(NC(=O)c2sc3cccc(Cl)c3c2Cl)c1
  IMPase cell inh: 1.2
CCOC(=O)c1c(C)n(-c2ccccc2)c2ccc(OC(=O)c3ccccc3)cc12
  IMPase cell inh: -0.7

Screening data as filed in PubChem BioAssay.
